DDE Tn6 FP inh: inhibitors of Tn6 peptide binding to fibrin DD(E), primary screen, biochemical, fluorescence polarization, human fibrin, Tn6 probe; Fibrinogen beta chain (Homo sapiens), P02675; Fibrin DD(E) TRITC-Tn6 fluorescence polarization displacement; 370,000 tested, 0.21% active; AID 720509, 2013; inhibition, % at 8.3 µM;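 active = inhibition above a per-campaign cutoff: mean of compounds within control limits plus 3 SD, cut at about 15% in these data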;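 note: 0% = median of all compound wells on the plate and 100% = blocking peptide control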
ASAP1 GAP inh: inhibitors of human ASAP1 ArfGAP activity, primary screen, biochemical, fluorescence polarization | ASAP1-stimulated ARF1 GTP hydrolysis, GDP FP detection | inhibition, % at 16.5 µM | 360,000 tested, 0.19% active; in the data active = inhibition above about 25%;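 note: 0% = vehicle with enzyme and substrate and 100% = no enzyme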
UHRF1 binding: UHRF1 methylated DNA binding inhibitors, primary screen, counter-screen for MBD2 inhibitor project, biochemical, TR-FRET, human UHRF1, single concentration; E3 ubiquitin-protein ligase UHRF1 (Homo sapiens), Q96T88; UHRF1 binding to methylated oligo; inhibition, % at 4.4 µM; 370,000 tested, 0.75% active; AID 687016, 2013; in the data active = inhibition above about 21%;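 note: UHRF1 SRA domain binding a hemimethylated CpG hairpin DNA probe; 0% = median of test compound wells and 100% = reference inhibitor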
ARFGAP1 inhibitor: inhibitors of rat ARFGAP1 GAP activity, primary screen, biochemical, fluorescence polarization, GDP tracer; AID 651572, 2012; ADP-ribosylation factor GTPase-activating protein 1 (Rattus norvegicus), Q62848; 360,000 tested, 0.26% active; Arfgap1-stimulated ARF1 GTP hydrolysis, GDP FP detection; inhibition, % at 16.5 µM;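 active = inhibition above a per-plate limit, mean inhibition of low control wells plus 3 SD, cut at about 25% in these data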;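 note: 0% = DMSO wells with enzyme and 100% = wells lacking Arfgap1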
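Material: rat Arfgap1 GAP domain (His6, aa 1-136), purified enzyme. Also added: human ARF1(Δ1-17)-GTP substrate. Compound dosing: 16.5 µM single point, 1.26% DMSO. Timing: enzyme reaction 120 min at 25 °C after 20 min preincubation. Signal: GDP detection by fluorescence polarization. Read-out basis: percent inhibition of GAP-stimulated GDP formation, scaled between DMSO and no-Arfgap1 medians.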
proKLK7 act: proKLK7 zymogen activators, primary screen, biochemical, fluorescence intensity; Kallikrein-7 (Homo sapiens), P49862; activation, % at 7 µM; purified proKLK7, EDANS-DABCYL substrate fluorescence; 100% is mature enzyme control, 0% vehicle; 370,000 tested, 0.9% active;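 active = activation above the mean of all tested compounds plus 3 SD, computed per campaign excluding outliers beyond control limits, cut at about 13% in these data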
PLCb3 inh: human PLC-beta3 inhibitors, primary screen, biochemical, fluorescence; 1-phosphatidylinositol 4,5-bisphosphate phosphodiesterase beta-3 (Homo sapiens), Q01970; Purified PLC-beta3, fluorogenic substrate; inhibition, % at 12.2 µM; 370,000 tested, 0.18% active; in the data active = inhibition above about 11%;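 note: 0% = median of compound wells on plate and 100% = full blocker control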
Rev-erbA mod: modulators of Rev-erb alpha DNA binding, primary screen, biochemical, FITC-DNA, fluorescence polarization, uHTS. Rev-erbα–FITC-DNA binding, 90 min. activity, % at 10 µM. 370,000 tested, 0.79% active;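 active = activity above about 14%, limit read from the data; passing the limit was not always enough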;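 note: 0% = DMSO wells with 35 nM protein and 100% = DMSO wells with 750 nM protein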
PLC-gamma1 inh: PLC-gamma1 enzyme inhibitors, primary screen, biochemical, fluorescence, purified enzyme; 1-phosphatidylinositol 4,5-bisphosphate phosphodiesterase gamma-1 (Homo sapiens), P19174; fluorogenic substrate; inhibition, % at 12.2 µM; 370,000 tested, 0.84% active; AID 720700, 2013; in the data active = inhibition above about 9.5%
Target sequence (P19174 whole entry, looked up): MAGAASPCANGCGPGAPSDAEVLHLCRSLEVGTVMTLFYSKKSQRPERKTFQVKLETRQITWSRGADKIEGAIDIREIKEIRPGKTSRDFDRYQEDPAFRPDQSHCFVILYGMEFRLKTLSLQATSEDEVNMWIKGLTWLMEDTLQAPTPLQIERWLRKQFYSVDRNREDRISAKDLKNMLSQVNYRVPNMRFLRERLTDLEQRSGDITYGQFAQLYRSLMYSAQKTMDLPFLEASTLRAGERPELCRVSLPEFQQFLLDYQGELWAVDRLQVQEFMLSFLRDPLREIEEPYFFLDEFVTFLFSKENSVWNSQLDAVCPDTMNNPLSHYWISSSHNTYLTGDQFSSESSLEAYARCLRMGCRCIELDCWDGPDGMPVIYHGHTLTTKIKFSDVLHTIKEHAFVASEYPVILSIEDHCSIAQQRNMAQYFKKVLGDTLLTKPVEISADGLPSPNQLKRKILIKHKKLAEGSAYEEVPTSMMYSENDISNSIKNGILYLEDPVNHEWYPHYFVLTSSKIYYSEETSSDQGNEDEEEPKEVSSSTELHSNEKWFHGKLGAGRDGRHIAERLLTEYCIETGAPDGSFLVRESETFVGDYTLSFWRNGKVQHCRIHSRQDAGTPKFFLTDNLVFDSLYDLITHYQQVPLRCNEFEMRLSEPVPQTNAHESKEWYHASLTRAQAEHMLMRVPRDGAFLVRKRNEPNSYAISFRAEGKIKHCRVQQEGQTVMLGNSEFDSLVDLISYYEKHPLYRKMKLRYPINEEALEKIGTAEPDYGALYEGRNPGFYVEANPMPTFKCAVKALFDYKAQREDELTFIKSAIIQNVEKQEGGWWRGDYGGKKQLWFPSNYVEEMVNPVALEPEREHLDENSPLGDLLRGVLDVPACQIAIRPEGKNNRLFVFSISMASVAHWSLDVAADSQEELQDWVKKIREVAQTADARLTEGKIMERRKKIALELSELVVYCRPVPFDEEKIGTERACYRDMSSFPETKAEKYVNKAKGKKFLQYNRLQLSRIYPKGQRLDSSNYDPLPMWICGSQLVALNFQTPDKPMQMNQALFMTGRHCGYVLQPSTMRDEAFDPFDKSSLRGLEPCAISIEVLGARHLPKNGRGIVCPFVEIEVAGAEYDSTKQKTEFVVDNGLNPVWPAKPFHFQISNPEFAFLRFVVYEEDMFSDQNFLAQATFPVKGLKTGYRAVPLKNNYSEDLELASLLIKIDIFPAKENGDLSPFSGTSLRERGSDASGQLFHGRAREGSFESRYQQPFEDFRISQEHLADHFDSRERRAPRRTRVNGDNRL
DDE Tn7 FP inh: inhibitors of Tn7 peptide binding to fibrin DD(E), primary screen, biochemical, fluorescence polarization, human fibrin, Tn7 probe | AID 720508, 2013 | FP displacement of FITC-Tn7 peptide from fibrin DD(E); 0% = median of compound wells per plate | 370,000 tested, 0.13% active | inhibition, % at 8.3 µM;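 active = inhibition above the mean of compounds falling within the control limits plus 3 SD of them, cut at about 14% in these data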;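 note: 0% = plate median of compound wells and 100% = 10 µM Aha-Tn7 peptide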
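system = human fibrin DD(E) protein | quantity = DD(E) 2 µM final | medium = Tris/NaCl/CaCl2 buffer, pH 7.8 | also added = labelled Tn7 tracer, 0.1 µM | compound dosing = single point at 8.3 µM | timing = compound with protein 10 min, then 3 h after probe, room temperature | signal = FP measurement | benchmarks = Aha-Tn7 high control | repeats = one replicate per compound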
HGIII-sPLA2 inh: human group III sPLA2 inhibitors, primary screen, biochemical, QFRET, BODIPY PC-A2 liposome substrate. inhibition, % at 12.2 µM. QFRET BODIPY PC-A2 liposome hydrolysis, fluorescence. 370,000 tested, 0.56% active. Group 3 secretory phospholipase A2 (Homo sapiens), Q9NZ20;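 active = inhibition above mean plus 3 SD of compounds lying within the high and low control bounds, cut at about 19% in these data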;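 note: 0% = median of test compound wells and 100% = no enzyme DMSO wells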
Numbers without * were called inactive.

Sample of the layout:
CCc1cc2c(-c3ccccc3)cc(=O)oc2cc1OC(C)C(C)=O (stereo unspecified) was read as DDE Tn6 FP inh -6, ASAP1 GAP inh 19, UHRF1 binding -3, ARFGAP1 inhibitor 3, proKLK7 act -1.4, PLCb3 inh -75, Rev-erbA mod 1, PLC-gamma1 inh -51, DDE Tn7 FP inh 4 and HGIII-sPLA2 inh -11.
Cc1ccccc1Cn1cnc2c(NS(C)(=O)=O)c(C)c(C)cc21 was read as DDE Tn6 FP inh -13, ASAP1 GAP inh 2, UHRF1 binding 3, ARFGAP1 inhibitor 4, proKLK7 act -0.2, PLCb3 inh 0, Rev-erbA mod 0, PLC-gamma1 inh 2, DDE Tn7 FP inh -7 and HGIII-sPLA2 inh -6.

The list itself, from the start:
CCc1cc2c(-c3ccccc3)cc(=O)oc2cc1OC(C)C(C)=O (stereo unspecified) was read as DDE Tn6 FP inh -6, ASAP1 GAP inh 19, UHRF1 binding -3, ARFGAP1 inhibitor 3, proKLK7 act -1.4, PLCb3 inh -75, Rev-erbA mod 1, PLC-gamma1 inh -51, DDE Tn7 FP inh 4 and HGIII-sPLA2 inh -11.
Cc1ccccc1Cn1cnc2c(NS(C)(=O)=O)c(C)c(C)cc21 was read as DDE Tn6 FP inh -13, ASAP1 GAP inh 2, UHRF1 binding 3, ARFGAP1 inhibitor 4, proKLK7 act -0.2, PLCb3 inh 0, Rev-erbA mod 0, PLC-gamma1 inh 2, DDE Tn7 FP inh -7 and HGIII-sPLA2 inh -6.
O=C(NCC1COc2ccccc2O1)C1CCN(S(=O)(=O)c2cccc3nsnc23)CC1 (stereo unspecified) was read as DDE Tn6 FP inh -4, ASAP1 GAP inh -2, UHRF1 binding 1, ARFGAP1 inhibitor -6, proKLK7 act 0.8, PLCb3 inh 4, Rev-erbA mod -5, PLC-gamma1 inh 1, DDE Tn7 FP inh 0 and HGIII-sPLA2 inh 5.
`c1ccc2c(c1)nc1n2C2(N3CCOCC3)CCCC2C1N1CCOCC1` (stereo unspecified) gave DDE Tn6 FP inh 6, ASAP1 GAP inh 3, UHRF1 binding -2, ARFGAP1 inhibitor -1, proKLK7 act 3.1, PLCb3 inh -4, Rev-erbA mod -2, PLC-gamma1 inh -2, DDE Tn7 FP inh 4 and HGIII-sPLA2 inh -2.
Clc1ccc(-c2ccc(CN3CCCCC3)o2)cc1 was read as DDE Tn6 FP inh -9, ASAP1 GAP inh 8, UHRF1 binding 2, ARFGAP1 inhibitor -1, proKLK7 act -0.3, PLCb3 inh 1, Rev-erbA mod 1, PLC-gamma1 inh 2, DDE Tn7 FP inh 5 and HGIII-sPLA2 inh 4.
`Cc1ccccc1-c1noc(-c2ccccc2F)n1` gave DDE Tn6 FP inh -4, ASAP1 GAP inh 17, UHRF1 binding -3, ARFGAP1 inhibitor 8, proKLK7 act -0.6, PLCb3 inh 1, Rev-erbA mod 3, PLC-gamma1 inh 0, DDE Tn7 FP inh -4 and HGIII-sPLA2 inh 4.
Screening CCOc1cc(/C=N/Nc2cc(C)nc(-n3nc(C)cc3C)n2)ccc1O returned DDE Tn6 FP inh 3, ASAP1 GAP inh -6, UHRF1 binding -2, ARFGAP1 inhibitor -2, proKLK7 act -1.1, PLCb3 inh -17, Rev-erbA mod -13, PLC-gamma1 inh -7, DDE Tn7 FP inh 4 and HGIII-sPLA2 inh -3.
COc1ccc(NC(=O)CCCSc2ccccc2)cc1S(N)(=O)=O was read as DDE Tn6 FP inh -3, ASAP1 GAP inh -6, UHRF1 binding 0, ARFGAP1 inhibitor 3, proKLK7 act -0.3, PLCb3 inh -3, Rev-erbA mod 3, PLC-gamma1 inh 1, DDE Tn7 FP inh -5 and HGIII-sPLA2 inh -9.
COc1ccc(C(=O)NC2CCN(CC(=O)NCc3ccccc3F)CC2)cc1 was read as DDE Tn6 FP inh 4, ASAP1 GAP inh -5, UHRF1 binding -1, ARFGAP1 inhibitor 0, proKLK7 act 0.0, PLCb3 inh -6, Rev-erbA mod 3, PLC-gamma1 inh -2, DDE Tn7 FP inh 3 and HGIII-sPLA2 inh -3.
Screening Cc1ccccc1C(=O)Nc1ccccc1 returned DDE Tn6 FP inh -1, ASAP1 GAP inh 6, UHRF1 binding 8, ARFGAP1 inhibitor -2, proKLK7 act -0.8, PLCb3 inh -3, Rev-erbA mod -6, PLC-gamma1 inh 4, DDE Tn7 FP inh -9 and HGIII-sPLA2 inh 2.
CSc1ccc(CNC(=O)C2Cc3cc(S(=O)(=O)N4CCCC4)ccc3N2C(C)=O)cc1 (stereo unspecified) was read as DDE Tn6 FP inh -1, ASAP1 GAP inh 2, UHRF1 binding 0, ARFGAP1 inhibitor 8, proKLK7 act 0.6, PLCb3 inh 7, Rev-erbA mod -5, PLC-gamma1 inh 0, DDE Tn7 FP inh 1 and HGIII-sPLA2 inh -18.
Oc1ccc(-c2nnc(-c3ccc(O)cc3)nn2)cc1 was read as DDE Tn6 FP inh 6, ASAP1 GAP inh 4, UHRF1 binding 3, ARFGAP1 inhibitor 11, proKLK7 act -1.0, PLCb3 inh -4, Rev-erbA mod -1, PLC-gamma1 inh 1, DDE Tn7 FP inh -6 and HGIII-sPLA2 inh 1.
`CCOC(=O)CC(=O)CSc1nc2c(c(C)c1C#N)CCC2` gave DDE Tn6 FP inh 3, ASAP1 GAP inh -16, UHRF1 binding -2, ARFGAP1 inhibitor -16, proKLK7 act 45*, PLCb3 inh -52, Rev-erbA mod -2, PLC-gamma1 inh -41, DDE Tn7 FP inh -4 and HGIII-sPLA2 inh -8.
Screening CNC(=O)COC(=O)c1cc(F)c(F)cc1Cl returned DDE Tn6 FP inh 2, ASAP1 GAP inh 9, UHRF1 binding 1, ARFGAP1 inhibitor 4, proKLK7 act 0.3, PLCb3 inh -2, Rev-erbA mod -1, PLC-gamma1 inh 1, DDE Tn7 FP inh -1 and HGIII-sPLA2 inh 9.
For N#CC(c1ccccc1)c1ccc(=O)[nH]n1 (stereo unspecified) the results were DDE Tn6 FP inh -2, ASAP1 GAP inh 0, UHRF1 binding -2, ARFGAP1 inhibitor -6, proKLK7 act -0.3, PLCb3 inh 3, Rev-erbA mod 4, PLC-gamma1 inh 1, DDE Tn7 FP inh 7 and HGIII-sPLA2 inh -4.
O=C1c2oc3ccccc3c(=O)c2C(c2cccc(F)c2)N1CCCO (stereo unspecified) was read as DDE Tn6 FP inh 6, ASAP1 GAP inh -4, UHRF1 binding 5, ARFGAP1 inhibitor 10, proKLK7 act 0.1, PLCb3 inh -3, Rev-erbA mod 3, PLC-gamma1 inh -7, DDE Tn7 FP inh -1 and HGIII-sPLA2 inh 13.
Screening S=C(Nc1ccccc1)Nc1ccc2ccccc2c1 returned DDE Tn6 FP inh -4, ASAP1 GAP inh 11, UHRF1 binding -2, ARFGAP1 inhibitor 5, proKLK7 act -1.0, PLCb3 inh -21, Rev-erbA mod 1, PLC-gamma1 inh -14, DDE Tn7 FP inh 4 and HGIII-sPLA2 inh 7.
COCCCNC(=O)C[C@H]1C[C@@]2(C(=O)OC)C(=C[C@H](C3CCCC3)O[C@@H]2C)N(Cc2cccc3ccccc23)C1=O was read as DDE Tn6 FP inh -8, UHRF1 binding -2, proKLK7 act 0.6, PLCb3 inh 4, Rev-erbA mod 0, PLC-gamma1 inh 6, DDE Tn7 FP inh -9 and HGIII-sPLA2 inh -19.
`CC1CCN(CCC(=O)Nc2ccc(F)c(F)c2)CC1` gave DDE Tn6 FP inh 8, ASAP1 GAP inh -14, UHRF1 binding -2, ARFGAP1 inhibitor 11, proKLK7 act -0.4, PLCb3 inh -5, Rev-erbA mod 1, PLC-gamma1 inh 0, DDE Tn7 FP inh -7 and HGIII-sPLA2 inh -3.
Screening O=C(Nc1cccc2oc(=O)ccc12)c1ccc([N+](=O)[O-])cc1[N+](=O)[O-] returned DDE Tn6 FP inh 2, ASAP1 GAP inh -7, UHRF1 binding 0, ARFGAP1 inhibitor 9, proKLK7 act -0.5, PLCb3 inh -4, Rev-erbA mod -1, PLC-gamma1 inh -1, DDE Tn7 FP inh 3 and HGIII-sPLA2 inh 8.
Screening CCCCN(C)c1c(C)nc2ccc(C(=O)NCCCn3ccnc3)cn12 returned DDE Tn6 FP inh 1, ASAP1 GAP inh 2, UHRF1 binding 0, ARFGAP1 inhibitor -3, proKLK7 act 0.2, PLCb3 inh 0, Rev-erbA mod -11, PLC-gamma1 inh 3, DDE Tn7 FP inh 3 and HGIII-sPLA2 inh -9.
`C=CCNc1nc(NCc2ccccc2)c(C#N)c2c1CN(C)CC2` gave DDE Tn6 FP inh -7, ASAP1 GAP inh 2, UHRF1 binding -4, ARFGAP1 inhibitor 2, proKLK7 act 14*, PLCb3 inh inactive, Rev-erbA mod 5, PLC-gamma1 inh inactive, DDE Tn7 FP inh -2 and HGIII-sPLA2 inh -7.
`CCCn1c(C)cc(C(=O)CN2C(=O)c3ccccc3C2=O)c1C` gave DDE Tn6 FP inh 10, ASAP1 GAP inh 16, UHRF1 binding -3, ARFGAP1 inhibitor -13, proKLK7 act 0.6, PLCb3 inh -9, Rev-erbA mod -9, PLC-gamma1 inh 0, DDE Tn7 FP inh 2 and HGIII-sPLA2 inh -5.
CCSc1nnc(-c2sc3nnc(-c4ccccc4)c(-c4ccccc4)c3c2N)o1 was read as DDE Tn6 FP inh -2, ASAP1 GAP inh 3, UHRF1 binding 0, ARFGAP1 inhibitor 11, proKLK7 act 0.1, PLCb3 inh -121, Rev-erbA mod -2, PLC-gamma1 inh -97, DDE Tn7 FP inh -1 and HGIII-sPLA2 inh 7.
CCOC(=O)C1CCCCN1S(=O)(=O)c1cc2c(cc1C)NC(=O)CO2 (stereo unspecified) was read as DDE Tn6 FP inh 4, ASAP1 GAP inh 2, UHRF1 binding -3, ARFGAP1 inhibitor 4, proKLK7 act 0.3, PLCb3 inh 3, Rev-erbA mod 1, PLC-gamma1 inh 2, DDE Tn7 FP inh -2 and HGIII-sPLA2 inh -8.
`O=C(CSc1nnc(-c2ccncc2)o1)Nc1cc(F)ccc1F` gave DDE Tn6 FP inh 4, ASAP1 GAP inh 3, UHRF1 binding -2, ARFGAP1 inhibitor -3, proKLK7 act -1.0, PLCb3 inh -4, Rev-erbA mod -1, PLC-gamma1 inh 1, DDE Tn7 FP inh 4 and HGIII-sPLA2 inh 2.

Screening data (PubChem BioAssay)
